Compound activity deposited in PubChem BioAssay by The Scripps Research Institute Molecular Screening Center.
PAFAH1B2 inh: blocks human PAF acetylhydrolase 1b catalytic subunit 2 | P68402 | recombinant PAFAH1B2, FP-rhodamine activity probe, fluorescence polarization | inhibition, % at 3.39 µM | hit rate 1.2% among 340,000 | AID 492953;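 active = inhibition above the mean of all tested compounds plus 3 SD, cut at about 24% in these data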;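 note: 0% = enzyme with DMSO and 100% = wells lacking PAFAH1B2; many of its hits are not listed in these tables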
Target sequence (P68402 whole entry, looked up): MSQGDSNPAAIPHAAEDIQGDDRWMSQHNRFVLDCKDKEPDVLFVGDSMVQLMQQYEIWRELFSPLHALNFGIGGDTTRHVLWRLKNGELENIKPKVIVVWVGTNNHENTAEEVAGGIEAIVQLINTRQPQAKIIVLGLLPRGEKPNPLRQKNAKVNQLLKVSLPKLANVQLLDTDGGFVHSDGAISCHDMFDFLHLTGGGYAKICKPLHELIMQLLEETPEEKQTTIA
PAFAH1B3 FP inh: PAFAH1B3 (human) inhibition; recombinant PAFAH1B3, FP-rhodamine probe, fluorescence polarization; inhibition, % at 3.39 µM; AID 492972; hit rate 0.28% among 340,000; Q15102;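 active = inhibition above the screen-wide average of all tested compounds plus 3 SD, cut at about 25% in these data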;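 note: 0% = enzyme with DMSO only and 100% = wells lacking PAFAH1B3 protein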
Target sequence (Q15102 whole entry, looked up): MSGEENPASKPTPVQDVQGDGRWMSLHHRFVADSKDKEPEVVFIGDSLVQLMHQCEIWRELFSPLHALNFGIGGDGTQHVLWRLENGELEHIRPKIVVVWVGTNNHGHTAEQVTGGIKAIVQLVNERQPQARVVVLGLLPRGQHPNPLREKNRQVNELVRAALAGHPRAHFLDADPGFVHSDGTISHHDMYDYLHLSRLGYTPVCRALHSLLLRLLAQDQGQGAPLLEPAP
Starred values were filed as active, the others as inactive. These rows are one share of the data; rates above refer to the full screens.

PAFAH1B2 inh	PAFAH1B3 FP inh	mol
13	-1	O=c1[nH]c(=S)[nH]cc1Oc1ccc(Cl)cc1
-6	-1	O=C(O)c1ccc(Nc2ccc([N+](=O)[O-])c3nonc23)cc1
1	1	O=C(O)CCCCCN1C(=O)C(=O)/C(=C(/O)c2ccccc2)C1c1ccccc1 (stereo not given)
0	-4	COCCCN(C(=O)CSCC(=O)Nc1ccc(C)cc1)c1c(N)n(Cc2ccccc2)c(=O)[nH]c1=O
-1	-6	Nc1cccc2c1C(=O)c1ccc(Cl)cc1C2=O
-2	-5	Cc1ccc(C)c(S(=O)(=O)N(C)c2ccc(OC(=O)C3CCN(C(=O)c4ccc(F)cc4)CC3)cc2)c1
-1	2	CCc1nc(N)nc(N)c1-c1ccc(NCCN)c([N+](=O)[O-])c1
5	-2	O=C(NCCc1cccc(Cl)c1)c1ccc(OC2CCN(Cc3ccccn3)CC2)cc1
15	2	CC1CC(C)CN(C(=O)COC(=O)c2cccc(S(=O)(=O)N(C)c3ccccc3)c2)C1 (stereo not given)
4	3	CCN(CC(=O)NCc1cccs1)C(=O)/C=C/c1cc(OC)c(OC)c(OC)c1
-2	0	COc1ccc(C)cc1NC(=O)C(c1ccccc1)N1CCN(CC(=O)N2CCCC2)CC1 (stereo not given)
2	1	CCOc1ccc2[nH]c(C(=O)N/N=C/c3ccc(OC)cc3)cc2c1
-7	8	Cc1ccc(S(=O)(=O)N(C)c2ccc(C(=O)N(C)Cc3nc4ccccc4c(=O)[nH]3)cc2)cc1
1	5	Cc1cccc(NC(=O)/C(C#N)=C/c2ccccc2O)n1
-5	-8	C=CC(=O)Nc1cccc(Oc2ccnc3[nH]ccc23)c1

The listing continues:
PAFAH1B2 inh	PAFAH1B3 FP inh	mol
1	-1	O=S(=O)(/C=C/C=C/S(=O)(=O)c1ccccc1)c1ccccc1
-3	-2	COc1cc(OC)c(OC)cc1CNC(=O)c1cccc(S(=O)(=O)N2CCc3ccccc3C2)c1
-5	-1	CC(=O)N1CCN(S(=O)(=O)c2cccc(C(=O)OCc3ccc(C(C)(C)C)cc3)c2)CC1
-4	6	COc1ccccc1-c1cccc([C@@H]2C[C@H]3[C@H](CON3C)CN2C(=O)C(C)(C)C)c1
4	1	CCOc1ccc(CCN2C(=S)N([C@@H](CC(C)C)CN3CCCC3CN3C(=S)NC[C@@H]3CC(C)C)C[C@@H]2Cc2ccc(O)cc2)cc1 (stereo not given in full)
5	1	O=C(Cc1cccc(NC(=O)C2CCCN(C(=O)C3CCCC3)C2)c1)Nc1ccc(C(=O)N2CCOCC2)cc1 (stereo not given)
1	-7	CS(=O)(=O)c1ncc(Cl)c(C(=O)Nc2ccc3ccccc3c2)n1
4	11	CCN1CCC(O)(/C=C/c2ccc(C)cc2)C(C(=O)/C=C/c2ccc(C)cc2)C1 (stereo not given)
5	3	Cc1ccc(NC(=O)C2Cc3ccccc3O/C2=N\O)cc1C (stereo not given)
3	2	CCCCc1ccccc1NC(=S)NC1CCCC1
6	6	CC1CC(C)CN(c2nc3c(c(=O)n(C)c(=O)n3C)n2CCSc2nc3ccccc3o2)C1 (stereo not given)
0	6	O=C(CN1C(=O)C2CCCN2c2ncc(Cl)cc21)NCc1ccc2c(c1)OCO2 (stereo not given)
-1	3	Cc1c(Cl)cccc1NC(=O)Nn1cnnc1
2	11	CCOC(=O)c1c(-c2ccc3ccccc3c2)csc1NC(=O)CCCC(=O)O
10	9	COc1cc2c(cc1OC)C(c1cc(C)ccc1C)CC(=O)N2 (stereo not given)

The listing continues:
PAFAH1B2 inh	PAFAH1B3 FP inh	mol
-2	5	CCOC(=O)C1=C(C(=O)OCC)N(Cc2ccccc2)CCC1=O
6	1	Cc1ccc(C23CC4CC(CC(CN)(C4)C2)C3)cc1
-2	4	O=c1[nH]c(C2CCN(S(=O)(=O)c3cccc(Cl)c3)CC2)nc2c1nnn2Cc1ccccc1
0	7	CC[C@H](C)[C@H]1CNC(=O)C(=O)N1CC1CCN(CC2CCC(C)CC2)CC1 (stereo not given in full)
1	5	C[C@H](NC(=O)COc1ccccc1)C(=O)OCC(=O)c1cc2ccccc2o1
2	6	CCCCN1C=C(C(C)=O)C(=O)CC1
21	6	O=C1CCc2cc(S(=O)(=O)NCCc3ccc(Cl)cc3)cc3c2N1CC3
3	7	COc1cc(OC)cc(C(=O)N(Cc2nc(-c3cccc(C)c3)no2)C(C)C)c1
1	1	C[C@H]1[C@@H](c2ccccc2)Oc2ccc(Cl)cc2S(=O)(=O)N1Cc1ccc(F)cc1F
2	10	CN1CCN(CCCNc2c(C=O)c(=O)[nH]c3ccccc23)CC1
-3	0	CN1CCN(Cc2nc3c(c(=O)n(C)c(=O)n3C)n2Cc2cccc3ccccc23)CC1
2	7	COc1cc(OC)cc(C(=O)NCC(=O)OCC(=O)NC2CCCc3ccccc32)c1 (stereo not given)
4	2	Cc1ccc(S(=O)(=O)N2CCN(CCOc3ccccc3)CC2)cc1
4	12	O=C(C(=O)c1ccc(O)c(O)c1)c1ccc(O)c(O)c1
5	-2	Cc1cc2ccccc2nc1-c1ccccc1F

Record cards (already shown).
Cc1ccc(S(=O)(=O)N2CCN(CCOc3ccccc3)CC2)cc1 across the screens: PAFAH1B2 inh = 4; PAFAH1B3 FP inh = 2
C[C@H]1[C@@H](c2ccccc2)Oc2ccc(Cl)cc2S(=O)(=O)N1Cc1ccc(F)cc1F across the screens: PAFAH1B2 inh = 1; PAFAH1B3 FP inh = 1

The listing continues:
PAFAH1B2 inh	PAFAH1B3 FP inh	mol
4	4	CN(C(=O)c1cccc(NC(=O)Cc2cccc(NC(=O)C3CCN(C(=O)C4CCCCC4)CC3)c2)c1)C1CCC1
8	1	O=C1Nc2ccccc2SC1c1ccccc1 (stereo not given)
13	7	O=c1[nH]c(-c2ccccn2)nc2sc(-c3ccccc3)cc12
-3	7	COc1ccc(C(=O)Nc2ccccc2)cc1NC(=O)c1cccs1
-1	-5	CC(CCC(=O)NN)C1CCC2C3CCC4CC(O)CCC4(C)C3CCC12C (stereo not given)
1	3	COc1ccc(NC(=O)CCCCCn2nnc3ccccc3c2=O)cc1
2	12	C[C@@H]([C@H](O)c1ccccc1)N(C)C(=S)Nc1ccccc1
-1	5	FC(F)(F)c1cccc(-c2nc(-c3ccncc3)no2)c1
3	-2	CC(=O)CCc1ccc(OCC(=O)Nc2cccc(S(=O)(=O)N(C)c3ccccc3)c2)cc1
1	-2	CN(CC(=O)Nc1ccc(F)c(F)c1F)C(=O)c1cc(S(=O)(=O)N(C)C)ccc1N1CCCC1
19	33*	COc1ccc2c(c1)CC=C1C2CCC2(C)C(=O)C(=NO)CC12 (stereo not given)
5	2	COc1ccccc1CNc1nc(C)c(C(=O)N(C)C)s1
6	5	Cc1cc(C)c(C)c(S(=O)(=O)NCC(=O)Nc2ccccc2F)c1C
7	8	CCN1CCN(C(=O)C2CCN(S(=O)(=O)c3ccc(Br)cc3)CC2)CC1
6	4	Cc1ccc(C(=O)NNC(=O)c2ccc(S(=O)(=O)N(C)c3ccccc3)cc2)cc1

3 structures out of the list, sorted by heavy-atom count, highest first.
PAFAH1B2 inh	PAFAH1B3 FP inh	mol
1	-2	CN(CC(=O)Nc1ccc(F)c(F)c1F)C(=O)c1cc(S(=O)(=O)N(C)C)ccc1N1CCCC1
-1	-5	CC(CCC(=O)NN)C1CCC2C3CCC4CC(O)CCC4(C)C3CCC12C (stereo not given)
7	8	CCN1CCN(C(=O)C2CCN(S(=O)(=O)c3ccc(Br)cc3)CC2)CC1

Additional structures follow:
PAFAH1B2 inh	PAFAH1B3 FP inh	mol
1	8	N#CC(=C(O)CN1CCN(c2ccccc2F)CC1)c1nc(-c2ccc(Cl)cc2)cs1
5	-5	Cc1ccc(S(=O)(=O)N2CCc3ccccc3C2)cc1C
7	13	CN1CCN(S(=O)(=O)c2ccc(C(=O)NC3CCCCC3)cc2)CC1
2	8	C1CC(=NN=C2CCSCC2)CCS1
3	1	COc1ccc(CN2CCNC(=O)C2CC(=O)NCCc2cnccn2)cc1C (stereo not given)
0	6	O=C1NCCN(CC2CCN(CC3CCCC3)CC2)C1=O
6	3	CCCCNC(=O)Cn1nc(-c2ccc(C)cc2)ccc1=O
1	9	CC(=O)C1CCC2C3CCC4CC(OC(=O)CCC(=O)O)CCC4(C)C3C(=O)CC12C (stereo not given)
-4	0	CCc1cccc(C)c1NC(=O)COC(=O)C1CC(=O)N(CCc2ccc(OC)c(OC)c2)C1 (stereo not given)
-2	11	CS(=O)(=O)Nc1ccc(C2=NN(C(=O)c3ccco3)C(c3ccco3)C2)cc1 (stereo not given)
2	5	COc1ccccc1N(C)S(=O)(=O)c1ccc(C(=O)Nc2cc(OC)c(OC)c(OC)c2)cc1
4	6	COc1ccc(CN(C)C(=O)c2cc(-c3ccc(OC)c(OC)c3)nc3ccccc23)c(OC)c1
3	6	O=C(NNC(=O)c1cc(-c2ccc(Br)cc2)nc2ccccc12)c1csc(N2CCOCC2)n1
8	10	CC(=O)NC(CC(C)C)C(=O)O (stereo not given)
7	-3	CCOc1ccc(NC(=O)CN(C)C(=O)CSc2ccccc2)cc1OCC

The listing continues.
PAFAH1B2 inh	PAFAH1B3 FP inh	mol
1	7	CC1CC2=C(NC(=S)NC2c2cccc(F)c2)/C(=C/c2cccc(F)c2)C1 (stereo not given)
5	4	O=C1Nc2ccccc2SC1c1ccccc1Cl (stereo not given)
-1	5	COc1ccccc1NS(=O)(=O)c1cccc(NC(=O)C(C)NC(=O)c2ccco2)c1 (stereo not given)
5	8	c1ccc(NN=C2c3ccccc3-c3ccccc32)cc1
4	12	CN(C(=O)c1cccc(NC(=O)Cc2ccc(NC(=O)C3CCN(C(=O)c4ccccc4)CC3)cc2)c1)C1CC1
-2	6	O=C(CN1CCN(S(=O)(=O)c2ccc(F)cc2)CC1)Nc1ccccc1C(=O)NC1CC1
-1	5	CC1(c2ccc3c(c2)OCO3)NC(=O)N(CC(=O)Nc2ccccc2[N+](=O)[O-])C1=O (stereo not given)
6	2	CN1OC[C@@H]2CN(C(=O)CCc3ccccc3)[C@H](c3cccc(N4CCOCC4)c3)C[C@@H]21
-4	10	O=C(Nc1cccc(Cl)c1)c1ccc2c(=O)n3c(nc2c1)CCCCC3
3	4	COC1=CC(=O)OC(c2ccco2)C1 (stereo not given)
6	10	O=S(=O)(NCCc1nc2ccccc2[nH]1)c1ccccc1
2	-1	Cc1ccc(C(=O)C2CC2)c(C)c1
4	6	CC(=O)OC1CCC2C3CCc4cc(O)ccc4C3CCC12C (stereo not given)
6	18	CC(=NNC(=O)c1ccncc1)c1ccc2ccccc2c1O
1	-2	COc1ccc(C=NNc2ccc([N+](=O)[O-])cn2)cc1

Overlap with the part before: two compounds, followed by the next part.
PAFAH1B2 inh	PAFAH1B3 FP inh	mol
6	18	CC(=NNC(=O)c1ccncc1)c1ccc2ccccc2c1O
1	-2	COc1ccc(C=NNc2ccc([N+](=O)[O-])cn2)cc1
2	5	CC1CC1C(=O)Nc1ccc(S(=O)(=O)N2CCCCC2)cc1 (stereo not given)
5	2	CC(=O)Nc1ccc2c(c1)Cc1c-2cc(Br)c(N)c1Br
7	4	O=S(=O)(/N=C(/Nc1nc2ccccc2s1)c1ccccc1)c1ccc(F)cc1
-1	8	CCC(C)(C)n1nnnc1C(c1ccc(N(C)C)cc1)N1CCN(C2CCCCC2)CC1 (stereo not given)
19	1	COc1ccc(S(=O)(=O)Nc2ccc3c(c2)C(=O)N([C@H](C)CO)C[C@H](C)[C@@H](CN(C)S(=O)(=O)c2ccc(OC)cc2)O3)cc1
2	10	O=C(CN1C(=O)NC2(CCCCC2)C1=O)Nc1cc(C(F)(F)F)ccc1N1CCCC1
4	2	Cc1ccc(C)c(C(=O)COC(=O)C(C)N2C(=O)C3C4CCC(C4)C3C2=O)c1 (stereo not given)
1	1	COC(=O)C(C)(C)c1cccnc1C#N
1	6	O=C(O)c1ccccc1C=NNc1ccc([N+](=O)[O-])cn1
2	13	CC1=NN(c2ccccc2)C(c2ccco2)C1 (stereo not given)
0	2	O=C(OCCc1ccccn1)c1cccc([N+](=O)[O-])c1
3	0	CCCCN(CCCC)C(=O)CSc1nnc2n(C)c(=O)c3c4c(sc3n12)CCCC4
-3	-1	Cc1noc(C)c1COc1ccccc1C(=O)NCCOc1ccccc1
8	2	N#CC1C(=O)NC(=O)CC12CCCCC2 (stereo not given)
0	5	Nc1nc(=O)n(C2CCCCO2)cc1Br (stereo not given)
-1	5	O=C(NN=Cc1ccccc1)NN=Cc1ccccc1
8	11	Nc1nc(-c2ccccc2)c(CCCNc2ccccc2)c(=O)[nH]1
7	3	Cc1ccc(Sc2c(O)c3ccccc3n(C)c2=O)cc1

Some of these compounds in order of their number in PAFAH1B3 FP inh, low to high.
PAFAH1B2 inh	PAFAH1B3 FP inh	mol
3	0	CCCCN(CCCC)C(=O)CSc1nnc2n(C)c(=O)c3c4c(sc3n12)CCCC4
4	2	Cc1ccc(C)c(C(=O)COC(=O)C(C)N2C(=O)C3C4CCC(C4)C3C2=O)c1 (stereo not given)
-1	5	O=C(NN=Cc1ccccc1)NN=Cc1ccccc1
2	10	O=C(CN1C(=O)NC2(CCCCC2)C1=O)Nc1cc(C(F)(F)F)ccc1N1CCCC1
